IDE inh: human IDE inhibitors in live cells, primary screen, fluorescence polarization, HEK cells, FAbetaB substrate. Insulin-degrading enzyme (Homo sapiens), P14735. FAbetaB cleavage. inhibition, % at 5.59 µM. 320,000 tested, 0.41% active;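 active means percent inhibition above the average of all tested compounds plus 3 SD, set per screening campaign, cut at about 16% in these data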;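 further: IDE supplied by intact live HEK cells; FP after avidin binding of uncleaved biotin substrate so inhibition keeps polarization high; 0% = DMSO wells and 100% = 60 µM reference IDE inhibitor Ii1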
IMP-1 inhibitor: IMP-1 metallo-beta-lactamase inhibitors, primary screen, biochemical, epi-absorbance readout, Pseudomonas aeruginosa enzyme; metallo-beta-lactamase IMP-1 (Pseudomonas aeruginosa); purified IMP-1, nitrocefin hydrolysis, epi-absorbance fluorescence; inhibition, % at 5.6 µM; 290,000 tested, 0.45% active; AID 1556, 2009;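 active means inhibition above the mean plus 3 SD of all compounds in the same screening run, cut at about 4.5% in these data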;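 further: 0% = IMP-1 with DMSO and 100% = DMSO wells lacking enzyme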
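System: purified recombinant IMP-1 beta-lactamase. Medium: Zinc- and detergent-supplemented HEPES buffer, pH 7.1. Compound: one 5.6 µM dose […]. Schedule: 15 min preincubation plus 25 min reaction at 25 °C. Technique: Epi-absorbance fluorescence, 480 nm excitation, 530 nm emission.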
pCIP destab: p/CIP-EGFP fusion destabilizers, primary screen, fluorescence, F442A cells. Q05BA5. 16 h. decrease of EGFP signal, % at 10 µM. 290,000 tested, 0.01% active;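 active means EGFP signal decrease of at least 30% at 10 µM or well 3 SD below plate mean, unless failing retest; inactive means the rest, including hits failing retest or dose response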; further: some compounds called inactive have numbers as strong as hits; many of its hits are not listed in these tables
Target sequence (Q05BA5 1-1403): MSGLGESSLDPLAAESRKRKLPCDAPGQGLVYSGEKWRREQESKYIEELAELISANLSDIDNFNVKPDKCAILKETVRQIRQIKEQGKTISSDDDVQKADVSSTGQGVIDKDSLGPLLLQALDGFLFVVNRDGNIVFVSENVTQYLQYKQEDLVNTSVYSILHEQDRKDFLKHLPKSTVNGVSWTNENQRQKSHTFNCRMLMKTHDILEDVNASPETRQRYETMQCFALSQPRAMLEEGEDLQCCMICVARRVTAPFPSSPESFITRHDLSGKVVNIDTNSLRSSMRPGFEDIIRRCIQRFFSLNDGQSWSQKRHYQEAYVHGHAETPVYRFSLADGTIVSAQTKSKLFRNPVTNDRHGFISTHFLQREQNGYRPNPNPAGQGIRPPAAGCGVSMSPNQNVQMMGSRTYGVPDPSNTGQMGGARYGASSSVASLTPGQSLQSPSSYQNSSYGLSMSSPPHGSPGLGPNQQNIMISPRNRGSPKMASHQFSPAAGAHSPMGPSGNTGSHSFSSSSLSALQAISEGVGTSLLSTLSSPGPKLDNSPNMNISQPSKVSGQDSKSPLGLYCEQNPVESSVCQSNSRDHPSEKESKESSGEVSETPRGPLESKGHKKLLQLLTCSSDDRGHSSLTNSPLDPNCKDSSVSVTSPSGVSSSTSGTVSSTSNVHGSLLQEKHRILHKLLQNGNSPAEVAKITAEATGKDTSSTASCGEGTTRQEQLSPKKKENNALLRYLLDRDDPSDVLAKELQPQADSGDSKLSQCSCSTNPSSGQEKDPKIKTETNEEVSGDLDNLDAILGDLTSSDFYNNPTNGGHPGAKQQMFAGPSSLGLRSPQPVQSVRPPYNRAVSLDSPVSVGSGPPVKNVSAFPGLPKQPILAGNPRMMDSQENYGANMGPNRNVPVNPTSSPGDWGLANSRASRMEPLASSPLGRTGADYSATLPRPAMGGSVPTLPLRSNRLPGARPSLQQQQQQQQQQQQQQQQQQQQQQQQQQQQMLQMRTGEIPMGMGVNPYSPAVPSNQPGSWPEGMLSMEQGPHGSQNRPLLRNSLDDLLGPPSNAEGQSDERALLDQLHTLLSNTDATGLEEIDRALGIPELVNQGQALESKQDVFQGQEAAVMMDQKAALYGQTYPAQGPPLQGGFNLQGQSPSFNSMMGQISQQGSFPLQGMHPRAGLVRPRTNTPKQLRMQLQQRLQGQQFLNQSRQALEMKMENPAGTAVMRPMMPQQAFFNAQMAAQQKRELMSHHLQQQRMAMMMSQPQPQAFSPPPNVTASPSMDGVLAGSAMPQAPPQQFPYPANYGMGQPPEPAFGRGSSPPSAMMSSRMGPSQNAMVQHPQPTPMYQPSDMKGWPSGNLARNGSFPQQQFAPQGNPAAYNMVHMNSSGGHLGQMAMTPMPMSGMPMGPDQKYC
SUMO HTRF inh: inhibitors of in vitro SUMOylation cascade, primary screen, biochemical, HTRF, uHTS; AID 2006, 2009; HTRF SUMOylation assay, SAE1/SAE2 + UBC9; 290,000 tested, 0.36% active; inhibition, % at 35 µM; in the data active means inhibition above about 50%, passing the limit was not always enough; inconclusive means no clear call, values can overlap the other calls; further: strong numbers were not always called active
IDE act: human IDE activators in live cells, primary screen, fluorescence polarization, HEK cells, FAbeta-B substrate | Insulin-degrading enzyme (Homo sapiens), P14735 | FAbeta-B cleavage; 0% vehicle, 100% cell-free pure enzyme wells | activation, % at 5.96 µM | 340,000 tested, 0.073% active;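 active means activation above the mean of all tested compounds plus 3 SD, set per screening campaign, cut at about 17% in these data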
VIM-2 inh: VIM-2 metallo-beta-lactamase inhibitors, primary screen, biochemical, epi-absorbance readout, Pseudomonas aeruginosa enzyme; purified VIM-2, nitrocefin hydrolysis, epi-absorbance fluorescence; inhibition, % at 5.6 µM; 290,000 tested, 0.89% active; AID 1527, 2009;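 active means inhibition above the mean of all tested compounds plus 3 SD, cutoff set per screening run, cut at about 7.5% in these data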;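 further: red hydrolysis product quenches plate fluorescence so inhibitors raise well fluorescence; 0% = enzyme with DMSO and 100% = DMSO without enzyme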
HCV NS3 hel inh: inhibitors of HCV NS3 helicase, primary screen, biochemical, Cy5 molecular beacon fluorescence. Hepatitis C virus NS3 helicase. inhibition, % at 10.9 µM. NS3 helicase DNA unwinding. 290,000 tested, 0.56% active;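 active means inhibition above the mean of all tested compounds plus 3 SD, set per campaign, cut at about 35% in these data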;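 further: 0% = DMSO wells and 100% = thioflavine S control wells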
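System: NS3 helicase fragment of HCV / Schedule: 1 h at 25 °C / Control set: DMSO alone as 0% and 110 µM thioflavine S as 100% / Reagent: Cy5/quencher beacon DNA duplex and ATP to start / Technique: Cy5 fluorescence / Replication: singlicate / Evaluation: % inhibition of end-to-start signal ratio versus controls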
GalR3 antag: GalR3 antagonists in HEK293 cells, primary screen, cell-based, fluorescence readout | inhibition, % at 3 µM | HEK293 GalR3-CNG cAMP membrane potential fluorescence; galR3 body fused to GalR1 C-terminus | Galanin receptor type 3 (Homo sapiens), O60755 | 360,000 tested, 0.44% active | AID 651719, 2012;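 active means inhibition above the screen-wide average plus 3 SD, cut at about 13% in these data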;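 further: forskolin and galanin both at EC90 stimulate the cells; cAMP rise reported by CNG channel membrane potential dye signal; 0% = forskolin plus galanin with DMSO and 100% = forskolin alone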
CRFR2-BP antag: antagonists of CRF-BP/CRF-R2 complex, primary screen, cell-based, HEK293, calcium dye fluorescence, uHTS. CRF-induced calcium fluorescence. inhibition, % at 11.8 µM. 350,000 tested, 0.59% active. AID 588475, 2011;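 active means inhibition of the ligand-induced calcium signal above about 50% at the single tested concentration, limit read from the data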
* hit, by the source's call; ? = inconclusive; nt = not tested or not shown. An unsorted share of the library, and some 3.2% of all compounds hit somewhere here.

Values run as follows: IDE inh	IMP-1 inhibitor	pCIP destab	SUMO HTRF inh	IDE act	VIM-2 inh	HCV NS3 hel inh	GalR3 antag	CRFR2-BP antag
Cc1ccc(N2C(=O)CC(Nc3ccc(Cl)c(S(=O)(=O)N(C)C)c3)C2=O)c(C)c1 (stereo not given)
→ 3	-4.4	-11	-4	2	-3.1	12	-13	-7
CC1CCN(CC2C(=O)O[C@@H]3C[C@@]4(C)CCC[C@H](C)C4=C[C@H]23)CC(C)(C)C1 (stereo not given in full)
→ -3	-2.6	-7	6	0	-2.7	2	-8	-25
COc1cc(/C=C(/C#N)c2nc3ccccc3[nH]2)ccc1OCC(=O)Nc1ccccc1C(C)C
→ -3	-2.5	-6	?	3	-0.3	9	-5	-18
CCc1ccc(NS(=O)(=O)c2ccc3[nH]cc(C(=O)NCC4CCCO4)c(=O)c3c2)cc1 (stereo not given)
→ 1	-3.0	-4	16	2	-3.0	-12	2	39
COC(=O)C1=C(C)NC(=O)/C1=C\c1cc(C)n(-c2ccccc2)c1C
→ -1	-1.2	-4	3	-7	3.1	14	-3	-16
C/C=C\C=C/C(=O)Nc1cccc(C2=NOC3(C2)C[C@@H](C(N)=O)N(C(=O)[C@H]2CCC(=O)N2)C3)c1 (stereo not given in full)
→ 7	nt	7	12	5	nt	nt	nt	11
Cc1ccccc1Oc1ncnc2oc(-c3ccccc3)cc12
→ 9	-2.3	4	-9	1	-1.2	1	0	5
O=P(Cc1nnco1)(c1ccccc1)c1ccccc1
→ 1	-3.7	-20	-3	6	-3.9	-1	-3	8
CCOCCCNC(=O)c1c(C)c(C(=O)OCC)n(C)c1C
→ 2	-2.4	-9	12	-7	0.9	-2	-4	-6
O=C1/C(=C/c2cccnc2)SC(=S)N1CCc1ccccc1
→ 0	-1.0	1	11	-3	-1.6	-1	0	-26
COCCn1c(N)c(N(Cc2ccccc2)C(=O)c2ccc(C#N)cc2)c(=O)[nH]c1=O
→ -9	-1.8	6	22	2	-2.8	13	-1	-3
S=c1[nH]nc(-c2cc(-c3ccccn3)nc3ccccc23)o1
→ 0	-3.8	1	16	1	-0.2	7	-5	1
COc1ccc(C(C(=O)NCCC(C)C)N(CCO)C(=O)c2snc(C(N)=O)c2N)cc1OC (stereo not given)
→ 5	-2.8	4	-2	4	-1.8	-4	-10	9
CCc1cc2cc(C)ccc2nc1SCC(=O)NC1CCCC1
→ 3	2.0	-16	15	-3	-3.6	55*	-6	-19
COc1ccc(Cl)cc1S(=O)(=O)N1CCC(C(=O)NCc2ccccn2)CC1
→ 0	nt	nt	nt	2	nt	nt	-1	2
O=C(Nc1cccc2ccccc12)c1ccc(Cn2cc(Cl)cn2)cc1
→ -1	-1.5	1	30	5	-1.5	2	-6	-3
Cc1ccc(S(=O)(=O)N2CCCC(C(=O)NCCc3ccc4c(c3)OCO4)C2)cc1 (stereo not given)
→ -5	-3.2	8	7	8	-2.1	8	4	-21
CCOC(=O)c1sc(NC(=O)CNCc2cccnc2)c(C(=O)OCC)c1C
→ 0	-1.7	-13	-2	3	2.5	3	-6	21
CN1C(=O)/C(=C\c2ccc(-c3ccccc3)o2)SC1=S
→ 8	0.9	0	23	-2	-1.9	24	-1	-395
Cc1nc2c3ccccc3nc(SCC(=O)c3ccc(Cl)cc3)n2n1
→ 1	-4.6	-8	8	1	-2.3	6	-9	4
O=C(Nc1ccc(C(=O)c2ccc(C(=O)O)c(C(=O)O)c2)cc1)c1ccccc1
→ 0	0.6	4	-4	5	0.0	8	-4	-1
COc1ccc(C2CC(=O)n3nc(C45CC6CC(CC(C6)C4)C5)nc3S2)cc1OC (stereo not given)
→ -1	-5.3	-4	6	9	-5.0	-2	8	-96
CCC(=O)c1ccc(OCC(O)Cn2c(C)nc3ccccc32)cc1 (stereo not given)
→ 5	-3.1	-10	6	3	-1.6	5	56*	4
O=C(O)/C=C\C(=O)NC1CCCCC1
→ 1	-0.9	-13	-11	-4	-1.0	-3	0	9
O=C(O)CC(NC(=O)C1c2ccccc2Oc2ccccc21)c1ccc(OC2CCCC2)cc1 (stereo not given)
→ 3	-1.9	14	-1	9	-1.1	15	0	9
O=C(Nc1cccc(Cl)c1Cl)C1CCCO1 (stereo not given)
→ 4	-3.6	1	19	0	-2.8	-6	-8	13
CCCNCc1cc(Cl)c(OCC)c(Cl)c1
→ 3	0.0	-2	-43	-1	-1.6	4	3	-12
CCCCN(CC)C(=O)CSc1nc2n[nH]c(C)c2c(=N)n1-c1cccc(C)c1
→ 0	-3.9	-6	14	4	-2.3	-7	4	-1
CCn1c(C)nc2cc(C(=O)N/N=C/c3cccc(O)c3O)ccc21
→ 0	-2.6	-19	30	4	-4.1	4	-4	41
CC(C)COc1cccc(C(=O)NC2(C)CCS(=O)(=O)C2)c1 (stereo not given)
→ -1	-1.9	-2	-1	-2	-2.3	4	-3	12

Other results.
Values run as follows: IDE inh	IMP-1 inhibitor	pCIP destab	SUMO HTRF inh	IDE act	VIM-2 inh	HCV NS3 hel inh	GalR3 antag	CRFR2-BP antag
O=C(O)CCn1c(-c2ccccc2)cc2c1CCCC2=O
→ -1	0.7	-20	13	7	4.1	22	5	5
Cc1nc(=S)c2c([nH]1)-c1ccccc1CC21CCCCC1
→ -3	-4.3	2	23	nt	-3.5	-2	1	5
Cc1ccc(-c2nc(CS(=O)CC(=O)NCCN3CCCCC3C)c(C)o2)cc1 (stereo not given)
→ 0	-1.4	5	-9	0	-1.4	-4	-9	-5
CC1Cc2ccccc2N1CC(=O)Nc1ccc2c(c1)OCCCO2 (stereo not given)
→ -2	nt	nt	nt	2	nt	nt	-5	-10
O=S(=O)(NCC(c1cccnc1)N1CCOCC1)c1cccs1 (stereo not given)
→ -3	-0.3	-3	2	-2	-2.7	5	-12	0
O=C(c1cccc(NC2=NC3CS(=O)(=O)CC3S2)c1)N1CCN(c2ccc(F)cc2)CC1 (stereo not given)
→ -1	-3.1	-4	9	0	-1.9	-1	nt	-25
CCC(=O)Nc1cc(C(C)(C)C)ccc1C(C)=O
→ -1	-0.4	0	3	-1	-1.6	15	-6	-13
O=C(NCc1ccco1)c1cc(-c2cccs2)nc2ccccc12
→ 5	-1.4	11	-9	0	1.5	8	0	-17
Cc1ccc(N2C(=O)CS/C2=N\C(=S)Nc2ccccc2)cc1
→ 0	0.3	-10	15	nt	-0.2	8	2	-5
COc1ccccc1CNC(=O)[C@H](C)NC(=O)C1CCN(C(=O)[C@@H]2CCCN2C(=O)OC(C)(C)C)CC1
→ -1	-4.8	12	7	8	-0.9	-23	-6	6
Cc1cc(C)c(C#N)c(SCC(=O)Nc2ccc(S(=O)(=O)Nc3ncccn3)cc2)n1
→ 2	-4.6	-11	6	1	-2.8	2	1	-7
O=C1NC(=Nc2ccccc2Cl)S/C1=C\c1cccc([N+](=O)[O-])c1
→ -3	-4.7	15	41	-1	-4.0	27	-3	14
CCN(CC)S(=O)(=O)c1cccc(NC(=S)NC(=O)/C=C/c2ccc(S(=O)(=O)N3CCOCC3)cc2)c1
→ 7	-1.8	-4	-13	3	1.9	18	2	-2
CC(C)(C)C(=O)Nc1cc(S(=O)(=O)Nc2ccc(Cl)cc2)ccc1Cl
→ 1	-1.7	-8	-4	3	1.6	-10	-4	9
CCOC(=O)N1CCC(NC(=O)C(Cc2ccccc2)NC(=O)c2ccco2)CC1 (stereo not given)
→ -2	-1.6	-4	-1	0	-2.7	-1	-7	-2
CCc1ccc(OC)c(S(=O)(=O)N2CCN(C(=O)c3ccco3)CC2)c1
→ -2	-0.3	-3	-5	-6	-1.8	7	-5	7
CC(=O)Nc1ccc(NC(=O)/C=C/c2ccccc2)cc1
→ -1	-2.2	7	8	-4	-0.3	4	-4	-10
CN(CC(=O)Nc1ccc(Cl)cc1)Cc1cc(=O)n2ccsc2n1
→ -2	-2.6	0	6	0	-4.5	-7	1	5
O/N=C/c1ccc(OCc2ccccc2)c(Cl)c1
→ 1	1.3	4	-15	-1	2.5	0	-2	-26
CCOc1ccccc1-c1noc(CCC(=O)Nc2cccnc2)n1
→ 4	-3.4	0	-10	3	-2.3	9	-9	-6
O=C1N[C@@H](c2ccccc2)COC(=O)[C@H](Cc2ccc(F)cc2)CC/C=C/C[C@@H]1CC(=O)N(CCO)Cc1ccccc1
→ 1	nt	nt	nt	3	nt	nt	-8	9
Cc1ccc(NC(=O)c2cc(C)nc3ccccc23)c(C)c1
→ 1	-0.4	4	-2	4	-3.6	-2	-2	7
CC(C)N1CCC(=NNC(=O)c2ccccc2[N+](=O)[O-])CC1
→ -8	-1.9	-5	2	-1	-6.6	0	1	1
CC(C)(C)c1ccc(-c2nc3c(C#N)c(-c4ccc5c(c4)OCO5)ccn3n2)cc1
→ 3	-2.4	-11	-10	4	-1.7	1	2	3
COc1ccc(Br)cc1CN(C)C(=O)c1ccncc1
→ 3	-3.5	-4	0	8	-1.2	-6	-3	-7
CCc1ccc(CC2(O)CC(C)N(C)CC2C)cc1 (stereo not given)
→ -2	-1.2	-5	13	2	-2.1	-10	-2	-13

Compound activity as filed in PubChem BioAssay.
